ROS inducer: ROS inducers in U2OS cancer cells, primary screen, cell-based, H2DCF-DA fluorescence; ROS induction (% of piperlongumine), % at 10 µM; 46,000 tested, 2% active; U2OS ROS induction; in the data active means ROS induction above about 79%, passing the limit was not always enough; inconclusive means no clear call, values can overlap the other calls;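 further: 0% = DMSO vehicle median and 100% = reference compound median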
An asterisk follows results filed as active; ? = inconclusive.

| Structure | ROS inducer |
| --- | --- |
| COc1cc([C@@H]2c3cc4c(cc3[C@H](O)[C@H]3COC(=O)[C@H]23)OCO4)cc(OC)c1OC | 9 |
| CC(C)[C@H](CO)Nc1nc(Nc2cc(N)cc(Cl)c2)c2ncn(C(C)C)c2n1 | 8 |
| C[C@@H]1CN([C@@H](C)CO)C(=O)Cc2cc(NC(=O)Nc3cccc4ccccc34)ccc2O[C@@H]1CN(C)Cc1ccc(Oc2ccccc2)cc1 | 36 |
| Nc1c(N2CCOCC2)c2ccccc2oc1=O | 46 |
| C[C@H]1CN([C@@H](C)CO)C(=O)c2cc(NS(=O)(=O)c3ccccc3)ccc2O[C@H]1CN(C)S(=O)(=O)c1ccc(F)cc1 | 4 |
| CC1(C)O[C@@H]2CC3C4C[C@H](F)C5=CC(=O)CC[C@]5(C)C4[C@@H](O)C[C@]3(C)[C@]2(C(=O)CO)O1 (stereo partly specified) | 2 |
| C[C@@H]1CCCCO[C@@H](CN(C)C(=O)CCC(F)(F)F)[C@@H](C)CN([C@H](C)CO)C(=O)c2cc(NC(=O)C3CCCCC3)ccc2O1 | 23 |
| C[C@H]1CN([C@@H](C)CO)C(=O)CCCn2cc(nn2)CO[C@@H]1CN(C)C(=O)C1CC1 | 1 |
| CCN=C(Nc1cc(-c2ccccc2)[nH]n1)SC | 4 |
| COc1ccc(NC(=O)CN(C)S(=O)(=O)c2ccc(F)cc2)cc1OC | -7 |
| C[C@H](CO)N1C[C@H](C)[C@@H](CN(C)S(=O)(=O)c2ccccc2)Oc2ccc(NC(=O)Cc3cn(C)c4ccccc34)cc2C1=O | 41 |
| C[C@@H]1CN([C@H](C)CO)C(=O)Cc2cc(NC(=O)CCCCCC(=O)Nc3ccccc3N)ccc2O[C@@H]1CN(C)C(=O)Nc1cccc2ccccc12 | -1 |
| Cc1noc(C)c1NC(=O)Nc1ccc2c(c1)C(=O)N([C@H](C)CO)C[C@H](C)[C@@H](CN(C)CC1CCCCC1)OCCCC[C@@H](C)O2 | -2 |
| Cc1ccc(S(=O)(=O)Nc2ccc3c(c2)CC(=O)N([C@@H](C)CO)C[C@H](C)[C@H](CN(C)S(=O)(=O)c2cccs2)O3)cc1 | 1 |
| Cc1noc(C)c1NC(=O)N(C)C[C@H]1Oc2ccc(NC(=O)NC(C)C)cc2CC(=O)N([C@@H](C)CO)C[C@@H]1C | ? |
| O=C(N/N=C/c1ccc(O)cc1O)c1ccccn1 | -13 |

4 of the compounds above, field by field:
> C[C@H]1CN([C@@H](C)CO)C(=O)CCCn2cc(nn2)CO[C@@H]1CN(C)C(=O)C1CC1
  ROS inducer: 1

> C[C@@H]1CN([C@@H](C)CO)C(=O)Cc2cc(NC(=O)Nc3cccc4ccccc34)ccc2O[C@@H]1CN(C)Cc1ccc(Oc2ccccc2)cc1
  ROS inducer: 36

> Nc1c(N2CCOCC2)c2ccccc2oc1=O
  ROS inducer: 46

> COc1cc([C@@H]2c3cc4c(cc3[C@H](O)[C@H]3COC(=O)[C@H]23)OCO4)cc(OC)c1OC
  ROS inducer: 9

Continued.
| Structure | ROS inducer |
| --- | --- |
| Cc1noc(C)c1NC(=O)Nc1ccc2c(c1)CC(=O)N([C@H](C)CO)C[C@@H](C)[C@@H](CN(C)Cc1ccc(Cl)c(Cl)c1)O2 | 30 |
| C=CC(C)(O)CC/C=C(\C)C(=O)OCC1CCC2C(C(=O)O)=COC(OC3OC(CO)C(O)C(O)C3O)C12 (stereo unspecified) | -2 |
| COc1ccc(S(=O)(=O)N(C)C[C@@H]2Oc3ccc(NS(=O)(=O)c4ccccc4)cc3CC(=O)N([C@H](C)CO)C[C@H]2C)cc1 | 12 |
| C[C@@H]1CN([C@@H](C)CO)C(=O)c2cccc(NS(=O)(=O)c3ccc(F)cc3)c2O[C@H]1CN(C)Cc1ccc(-c2ccccc2)cc1 | ? |
| C[C@@H]1O[C@@H](O[C@@H]2[C@@H](O)[C@H](OC(=O)[C@]34CCC(C)(C)CC3C3=CCC5[C@@]6(C)CC[C@H](OC7OC(CO)C(OC8OCC(O)C(O)C8O)C(O)C7O)C(C)(C)C6CC[C@@]5(C)[C@]3(C)CC4O)O[C@H]2CO)[C@H](O)[C@H](O)[C@H]1O[C@H]1OC[C@](O)(CO)[C@H]1O (stereo partly specified) | -19 |
| CSc1scc2c1-c1nn(C(=O)c3ccc(Cl)cc3)cc1CC2 | 8 |
| C[C@H]1CN([C@@H](C)CO)C(=O)c2cccc(NS(=O)(=O)c3ccc(F)cc3)c2O[C@H]1CN(C)Cc1ccc2c(c1)OCO2 | -3 |
| CCCCC1(CC(=O)N2CCOCC2)C(=O)N(c2ccccc2)N(c2ccccc2)C1=O | 0 |
| COc1ccc(S(=O)(=O)NCc2ccco2)c(Cl)c1Cl | -19 |
| CCOC(=O)CSc1nnc(-c2ccc(OC)cc2)n1-c1ccccc1C | 9 |
| Cc1cccc(C2Nc3ccccc3C(=O)N2CCc2ccccc2)n1 (stereo unspecified) | 10 |
| C[C@H](CO)N1C[C@H](C)[C@@H](CN(C)C(=O)NC2CCCCC2)Oc2c(NC(=O)Nc3ccc(C(F)(F)F)cc3)cccc2C1=O | 0 |
| C[C@H](CO)N1C[C@H](C)[C@@H](CN(C)CC2CC2)Oc2c(NC(=O)C3CC3)cccc2C1=O | 12 |
| CCN(CC)C(=O)CSC1=Nc2ccccc2C2=NC(Cc3c[nH]c4ccccc34)C(=O)N12 (stereo unspecified) | 19 |
| COc1ccc(NC(=O)N(C)C[C@@H]2Oc3ccc(NS(=O)(=O)c4ccc(OC)cc4)cc3CC(=O)N([C@H](C)CO)C[C@@H]2C)cc1 | -5 |
| C[C@@H]1CN([C@H](C)CO)C(=O)c2cc(NC(=O)Nc3cccc4ccccc34)ccc2O[C@H]1CN(C)S(=O)(=O)c1ccc(F)cc1 | 10 |

Pulled by structure from above (two):
| Structure | ROS inducer |
| --- | --- |
| C[C@H]1CN([C@@H](C)CO)C(=O)CCCn2cc(nn2)CO[C@@H]1CN(C)C(=O)C1CC1 | 1 |
| C[C@H](CO)N1C[C@H](C)[C@@H](CN(C)C(=O)NC2CCCCC2)Oc2c(NC(=O)Nc3ccc(C(F)(F)F)cc3)cccc2C1=O | 0 |

The list continues.
| Structure | ROS inducer |
| --- | --- |
| O=C(NCCO)c1cc[n+](CC(=O)c2cccs2)cc1 | 5 |
| CNC[C@H]1Oc2ccc(NS(=O)(=O)c3cccs3)cc2CC(=O)N([C@H](C)CO)C[C@H]1C | 0 |
| OC(CNC1CCCC1)Cn1c2ccccc2c2ccccc21 (stereo unspecified) | -17 |
| Cc1nn(-c2ccccc2)c(C)c1Sc1n[nH]c(=O)[nH]c1=O | -1 |
| C[C@@H]1CN([C@@H](C)CO)C(=O)c2cccc(NS(C)(=O)=O)c2O[C@@H]1CN(C)S(C)(=O)=O | -6 |
| C[C@@H]1CCCCO[C@@H](CN(C)CC2CC2)[C@@H](C)CN([C@H](C)CO)C(=O)c2cc(NC(=O)Nc3ccccc3)ccc2O1 | 5 |
| CC(C)(C)NC(=O)c1ccccc1SCc1ccc(F)cc1 | -2 |
| Cc1noc(C)c1S(=O)(=O)Nc1cccc2c1O[C@@H](CN(C)S(=O)(=O)c1ccc(F)cc1)[C@@H](C)CN([C@H](C)CO)C2=O | -4 |
| CC(C)CCNC(=O)Oc1ccccc1 | 61 |
| CC(C)NC(=O)Nc1ccc2c(c1)CC(=O)N([C@H](C)CO)C[C@H](C)[C@H](CN(C)Cc1ccccc1)O2 | -12 |
| C[C@H]1CN([C@@H](C)CO)C(=O)c2cccc(NS(=O)(=O)c3cn(C)cn3)c2O[C@H]1CN(C)S(=O)(=O)c1cn(C)cn1 | -13 |
| C[C@H](CO)N1C[C@H](C)[C@@H](CN(C)S(=O)(=O)c2ccc(-n3cccn3)cc2)OCc2cn(nn2)CCCC1=O | -10 |
| CN1CCN(c2ccc(CNC(=O)c3ccc4c(c3)OCCO4)cc2)CC1 | -1 |
| O=S(=O)(Nc1ccccc1N1CCOCC1)c1ccc(-c2ccccn2)s1 | -6 |
| COc1ccc(NC(=O)N(C)C[C@H]2Oc3ccc(NS(=O)(=O)c4ccc(Cl)cc4)cc3C(=O)N([C@H](C)CO)C[C@@H]2C)cc1 | 8 |
| c1csc(-c2nnc(N3CCCCCC3)c3ccccc23)c1 | 64 |
| O=C(CNC(=O)c1ccccc1F)NCc1ccco1 | -14 |
| COc1ccc(OC)c(NS(=O)(=O)c2cccc3cccnc23)c1 | 1 |
| C[C@@H]1CN([C@@H](C)CO)C(=O)c2cccc(NC(=O)C3CCOCC3)c2O[C@@H]1CN(C)Cc1ccncc1 | 2 |
| C=C(C)[C@@H]1CC=C(/C=N/NC(=O)c2ccccn2)CC1 | 6 |
| Cc1ccc(S(=O)(=O)Nc2cccc3c2O[C@@H](CN(C)Cc2ccc(Cl)c(Cl)c2)[C@@H](C)CN([C@H](C)CO)C3=O)cc1 | -2 |
| O=C(NCCC1=CCCCC1)C1CCC(CNS(=O)(=O)c2ccccc2)CC1 (stereo unspecified) | 5 |
| Cc1noc(C)c1S(=O)(=O)Nc1ccc2c(c1)C(=O)N([C@@H](C)CO)C[C@H](C)[C@H](CN(C)Cc1ccc(C(=O)O)cc1)O2 | 5 |
| C[C@H](CO)N1C[C@H](C)[C@@H](CN(C)C(=O)NC2CCCCC2)Oc2c(NC(=O)C3CCCCC3)cccc2C1=O | -7 |
| C[C@@H]1CCCCO[C@H](CN(C)C(=O)Nc2ccc3c(c2)OCO3)[C@@H](C)CN([C@H](C)CO)C(=O)c2cc(NC(=O)Nc3ccc4c(c3)OCO4)ccc2O1 | 23 |
| CS(=O)(=O)Nc1ccc(S(=O)(=O)NCC2CCCO2)cc1 (stereo unspecified) | 96* |
| C[C@H](CO)N1C[C@H](C)[C@@H](CN(C)CC2CCCCC2)Oc2c(NC(=O)c3cnccn3)cccc2C1=O | -2 |
| C[C@@H]1CN([C@H](C)CO)C(=O)CCCn2nncc2CO[C@H]1CN(C)C(=O)Nc1ccc(N2CCCCC2)cc1 | -23 |
| C[C@@H]1CN([C@H](C)CO)C(=O)c2cc(NC(=O)Cn3cnnn3)ccc2O[C@H]1CN(C)Cc1ccncc1 | -5 |
| O=C(CC(C(=O)O)N1CCNCC1)Nc1cccc(Cl)c1 (stereo unspecified) | -13 |
| C[C@H](CO)N1C[C@H](C)[C@@H](CN(C)S(C)(=O)=O)Oc2ccc(NS(=O)(=O)c3ccc(F)cc3)cc2C1=O | -8 |
| c1ccc(OCc2nn3c(Cn4cnc5ccccc54)nnc3s2)cc1 | 4 |
| COC(=O)c1cc(O)cc(O)c1C(=O)c1c(O)c(Cl)c(C)c(Cl)c1OC | -1 |
| CCOC(=O)c1sc(SC)c2c1CCc1conc1-2 | -7 |
| CCOC(=O)N1CCC(NC(=O)Cn2ncc3c4ccccc4n(C)c3c2=O)CC1 | -9 |
| CC(=O)Oc1cc2c(C(=O)N3CCCC3)c(C)oc2c2ccccc12 | 15 |
| C[C@H](CO)N1C[C@H](C)[C@@H](CN(C)S(C)(=O)=O)Oc2ccc(NC(=O)Nc3ccccc3)cc2C1=O | -4 |
| O=C(O)C(Cc1ccsc1)c1ccccc1 (stereo unspecified) | 6 |
| C[C@@H]1CN([C@H](C)CO)C(=O)Cc2cc(NS(=O)(=O)c3cccs3)ccc2O[C@@H]1CN(C)Cc1ccc(C(=O)O)cc1 | 12 |
| O=C(CC(=O)c1ccccc1)Nc1cc(C(F)(F)F)ccc1Cl | -11 |
| Cc1noc(C)c1S(=O)(=O)Nc1ccc2c(c1)CC(=O)N([C@@H](C)CO)C[C@H](C)[C@@H](CN(C)CC1CC1)O2 | -2 |
| CCOc1ccc(S(=O)(=O)NCc2ccccc2)cc1-c1nc2c(C(C)(C)C)nn(C)c2c(=O)[nH]1 | 201* |
| C[C@@H]1CN([C@@H](C)CO)C(=O)c2cccc(NC(=O)Nc3ccc(C(F)(F)F)cc3)c2O[C@@H]1CN(C)Cc1ccc2c(c1)OCO2 | 63 |
| O=C(CSc1nnc(-c2cccs2)n1-c1ccccc1)N1CCCc2ccccc21 | 7 |
| CCCN(C)C[C@@H]1OCc2cnnn2CCCC(=O)N([C@@H](C)CO)C[C@H]1C | 4 |
| C[C@H]1CN([C@@H](C)CO)C(=O)c2cccc(NS(C)(=O)=O)c2O[C@H]1CN(C)S(=O)(=O)c1ccc(Cl)cc1 | -10 |
| Cc1noc(C)c1S(=O)(=O)Nc1ccc2c(c1)CC(=O)N([C@@H](C)CO)C[C@@H](C)[C@@H](CN(C)C)O2 | 5 |
| CCOc1cc(/C=C2\Sc3ccccc3C2=O)cc(I)c1O | 96* |
| COc1ccc(OCC(=O)Nc2sc3c(c2C#N)CCC3)cc1 | 4 |
| Cc1ccc([N+](=O)[O-])cc1NC(=O)CN(C)S(=O)(=O)c1cc(Cl)ccc1Cl | -11 |
| O=S(=O)(c1ccc(Cl)cc1)c1nc(-c2ccc(F)cc2)oc1NCc1cccnc1 | 24 |
| Cc1ccc(-c2cc(C(F)F)n3ncc(C(=O)N4CCCCC4c4cccnc4)c3n2)cc1 (stereo unspecified) | 46 |
| CCc1ccc(OCC(=O)Nc2ccccc2C(N)=O)c(Br)c1 | -7 |
| COc1ccc(NC(=O)Nc2ccc3c(c2)C(=O)N([C@H](C)CO)C[C@@H](C)[C@@H](CN(C)C(=O)Nc2cccc4ccccc24)O3)cc1 | -3 |
| CNC[C@H]1Oc2ccc(NC(=O)C3CCCCC3)cc2C(=O)N([C@H](C)CO)C[C@@H]1C | -19 |
| C[C@H]1CN([C@@H](C)CO)C(=O)Cc2cc(NC(=O)C3CCCCC3)ccc2O[C@@H]1CN(C)S(=O)(=O)c1cccs1 | 6 |

Next section
| Structure | ROS inducer |
| --- | --- |
| CCc1ccc(-c2cn3c4ccccc4nc3n2CCN2CCOCC2)cc1 | 89* |
| C[C@H](CO)N1C[C@H](C)[C@H](CN(C)S(=O)(=O)c2ccc(Cl)cc2)Oc2c(NC(=O)c3nc4ccccc4s3)cccc2C1=O | 54 |
| C[C@H]1CN([C@@H](C)CO)C(=O)Cc2cc(NS(C)(=O)=O)ccc2O[C@@H]1CN(C)CC1CC1 | -1 |
| COc1ccc(CCn2c(=S)[nH]c3c(sc4ccccc43)c2=O)cc1OC | 15 |
| CCOC(=O)c1nc(N)c(=O)n(-c2ccc(Cl)cc2)n1 | -8 |

Screens: PubChem BioAssay, Broad Institute

A portion of the library; rates above refer to the full screens.
